Assay outcomes deposited in PubChem by several laboratories.
ZTA DNA inh – blocks Epstein-Barr virus ZTA, an EBNA-1 counter-screen; P03206; ZTA-DNA binding, fluorescence polarization; inhibition, % at 11 µM; 320,000 compounds, 0.15% hits; AID 2234; in the data active = inhibition above about 33%
Target sequence (P03206 whole entry, looked up): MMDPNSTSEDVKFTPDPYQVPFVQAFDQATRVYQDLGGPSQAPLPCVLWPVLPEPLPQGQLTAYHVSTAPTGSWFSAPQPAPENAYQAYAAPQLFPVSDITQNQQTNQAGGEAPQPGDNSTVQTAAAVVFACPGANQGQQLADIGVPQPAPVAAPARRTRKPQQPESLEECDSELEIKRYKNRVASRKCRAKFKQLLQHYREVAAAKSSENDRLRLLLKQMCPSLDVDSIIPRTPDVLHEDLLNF
EBNA-1 inh – EBNA-1 DNA-binding inhibitors, primary screen, biochemical, fluorescence polarization | inhibition, % at 14.8 µM | 300,000 compounds, 0.34% hits | AID 1950, 2009; in the data active = inhibition above about 28%
HCV core dimer – inhibitors of HCV core protein dimerization, primary screen, biochemical, TR-FRET, high-throughput; TR-FRET GST/Flag-core106 dimerization, 1536-well; inhibition, % at 5 µM; 300,000 compounds, 0.33% hits;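 active = inhibition above the mean of all tested compounds plus 3 SD, set per screening campaign, cut at about 45% in these data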
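assay system = GST-tagged and Flag-tagged HCV core protein residues 1-106 | controls = unlabelled core106 and no-GST-core106 wells | incubation = compound-protein-antibody incubation 4 h at 22.5 °C | probe or stimulus = Eu donor and XL665 acceptor anti-tag antibodies | read-out = % inhibition based on acceptor/donor emission ratio | signal = TR-FRET 671 and 617 nm emission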
Fh CTSL1 inh – Fasciola hepatica cathepsin L1 inhibitors, primary screen, counter-screen for PFM18AAP inhibitor project, biochemical, QFRET, fluorogenic peptide substrate | 300,000 compounds, 0.49% hits | inhibition, % at 5.96 µM | recombinant F. hepatica cathepsin L1, Z-Leu-Arg-MCA fluorescence;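 active = inhibition above the mean of all tested compounds plus 3 SD, set per screening campaign, cut at about 17% in these data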;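 note: 0% = plate median of test compound wells and 100% = 1 µM Z-Phe-Ala-diazomethylketone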
PP1 inh – PP1-alpha phosphatase inhibitors, primary screen, counter-screen for PP5 inhibitor project, biochemical, fluorescence, OMFP substrate, single point | purified PP1alpha | Serine/threonine-protein phosphatase PP1-alpha catalytic subunit (Homo sapiens), P62136 | 320,000 compounds, 0.9% hits | inhibition, % at 6.7 µM;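 active = inhibition above the mean inhibition of all tested compounds plus 3 SD, computed separately for each screening campaign, cut at about 15% in these data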
Target sequence (P62136 whole entry, looked up): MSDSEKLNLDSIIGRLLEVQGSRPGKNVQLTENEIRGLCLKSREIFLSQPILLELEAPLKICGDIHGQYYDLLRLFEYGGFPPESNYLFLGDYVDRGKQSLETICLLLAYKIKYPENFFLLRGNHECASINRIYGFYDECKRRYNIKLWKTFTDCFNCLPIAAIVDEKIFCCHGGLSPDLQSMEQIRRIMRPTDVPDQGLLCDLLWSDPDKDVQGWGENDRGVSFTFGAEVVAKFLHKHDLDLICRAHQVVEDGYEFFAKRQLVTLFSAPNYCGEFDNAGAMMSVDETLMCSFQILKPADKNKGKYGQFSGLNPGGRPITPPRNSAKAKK
GASC-1 inh – inhibitors of GASC-1 histone demethylase, primary screen, biochemical, fluorescence, DELFIA europium. GST-JMJD2C(1-420) H3K9me3 demethylation. AID 2099, 2009. inhibition, % at 2.35 µM. 330,000 compounds, 0.069% hits. Lysine-specific demethylase 4C (Homo sapiens), Q9H3R0;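 active = more than half of a compound's replicate wells show inhibition beyond 50%, single wells judged on their own value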;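 note: signal counts dimethyl H3K9 product captured on neutravidin plate; 0% = median of DMSO wells and 100% = 0.3 times that DMSO median; strong numbers were not always called active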
Target sequence (Q9H3R0 1-420 limits assumed): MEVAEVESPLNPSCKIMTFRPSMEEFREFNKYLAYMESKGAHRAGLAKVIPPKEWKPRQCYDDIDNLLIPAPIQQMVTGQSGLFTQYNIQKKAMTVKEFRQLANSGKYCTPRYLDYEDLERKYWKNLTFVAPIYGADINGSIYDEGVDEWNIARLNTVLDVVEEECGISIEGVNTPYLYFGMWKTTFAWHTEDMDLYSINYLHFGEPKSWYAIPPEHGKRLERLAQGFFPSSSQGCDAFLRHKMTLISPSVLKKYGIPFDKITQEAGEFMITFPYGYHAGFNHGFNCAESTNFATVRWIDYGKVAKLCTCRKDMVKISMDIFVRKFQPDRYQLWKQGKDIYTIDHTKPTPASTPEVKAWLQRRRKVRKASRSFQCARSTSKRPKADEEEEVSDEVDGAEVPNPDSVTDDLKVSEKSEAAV
PP5 primary – PP5 phosphatase inhibitors, primary screen, biochemical, fluorescence; inhibition, % at 6.7 µM; 320,000 compounds, 0.18% hits; AID 1987, 2009; Serine/threonine-protein phosphatase 5 (Homo sapiens), P53041; purified PP5c, OMFP substrate fluorescence;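 active = inhibition above the campaign's mean inhibition across all tested compounds plus 3 SD, cut at about 9.5% in these data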;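 note: 0% = DMSO only and 100% = 100 µM cantharidin control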
TPT1 inhibitor – Candida albicans TPT1 enzyme inhibitors, primary screen, biochemical, fluorescence polarization; recombinant caTPT1, FP RNA substrate dephosphorylation; tRNA 2'-phosphotransferase TPT1 (Candida albicans SC5314); AID 1962, 2009; inhibition, % at 5 µM; 300,000 compounds, 0.81% hits;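 active = inhibition above the mean of all tested compounds plus 3 SD, set per screening campaign, cut at about 24% in these data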;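 note: plate controls were DMSO alone for no effect and ferristatin control at 100 nM for full effect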
CR mimetic SO – reduction of superoxide in aged yeast, primary screen, HTS | S. cerevisiae aged cells, superoxide DHE fluorescence; hits give low values | superoxide response (% of plate mean), % at 10 µM | 330,000 compounds, 0.18% hits | AID 2690, 2010;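 active = superoxide response under a set limit, about three screen SD below normal, cut at about 65% in these data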;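 note: yeast aged for seven days with compound at 30 °C before DHE staining; 100% = average MFI of all compound-treated wells on the plate with controls excluded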
* hit, by the source's call; · = no result given.

SMILES	ZTA DNA inh	EBNA-1 inh	HCV core dimer	Fh CTSL1 inh	PP1 inh	GASC-1 inh	PP5 primary	TPT1 inhibitor	CR mimetic SO
CCC1CCCCN1C(=O)c1noc(C(C)C)c1[N+](=O)[O-] (stereo not drawn)	-1.7	-2.0	-11.6	-5.2	-2.8	-5.2	1.4	-1.9	107.8
Cc1cccc(NC(=O)COc2cccc3c2CCN(Cc2ccccc2)C3=O)c1C	-5.9	3.1	5.0	-2.3	2.0	1.8	5.5	-4.3	112.0
Cc1ccccc1Sc1ccc(N)cn1	-19.5	2.0	4.9	-3.5	2.1	-21.3	0.3	12.6	98.1
CCCN(CCC)c1cc(Cl)nc(N)n1	7.8	6.9	2.6	0.8	-0.2	18.1	0.1	-4.3	92.5
COc1ccc(CNC(=O)CN(C)S(=O)(=O)c2ccc(Br)s2)cc1	8.0	11.2	6.6	1.1	-0.9	-6.5	-0.5	-0.3	109.4
CCc1onc(C)c1C(=O)Nc1cc(C)ccc1OC	3.5	-5.8	-1.2	-3.0	-1.4	-12.6	-0.1	-3.7	94.2
CCOc1ccccc1NC(=O)c1ccc(OCC)c([N+](=O)[O-])c1	13.5	10.8	1.5	-1.0	0.6	-11.1	-0.7	1.9	106.9
N/C(=N\OC(=O)CC1CCCCC1)c1ccc(Br)cc1	5.2	-3.5	7.5	1.0	4.6	2.9	0.9	-0.5	100.8
COC(=O)CCCC1=CC2=C(c3ccccc3)C(=O)C(C)(OC(=O)C3CCCC3)C(=O)C2=CN1CCc1ccccn1 (stereo not drawn)	5.2	2.5	-1.7	-0.3	-4.0	-7.4	-0.7	-6.2	98.4
COc1ccccc1CN1CC(C(=O)NCCSc2nnnn2C)CCC1=O (stereo not drawn)	0.7	-5.4	-3.5	0.5	0.3	-2.2	0.1	0.7	99.7
N/C(=N\c1nc2ccccc2o1)NC(=O)c1cccc(Cl)c1	-14.2	-4.4	-5.7	9.2	3.2	8.6	-1.8	-2.1	105.5
COc1cccc(CNC(=O)CSCc2cnn(-c3ccccc3)c2-n2cccc2)c1OC	8.3	-5.8	2.6	2.6	4.1	0.1	0.4	-1.7	111.3
O=C(CCCN=C1NS(=O)(=O)c2ccccc21)OCC(=O)c1ccccc1Cl	11.1	2.3	2.8	-4.8	-5.1	1.0	-2.0	-3.0	89.8
C=CC(COCc1ccccc1)N(C(=O)OC(C)(C)C)S(=O)(=O)c1ccccc1Br (stereo not drawn)	-20.4	8.2	-1.9	-0.7	1.9	55.4	1.6	-0.8	84.6
CC12CCC(C(=O)NCc3ccc(Cl)cc3)(OC1=O)C2(C)C (stereo not drawn)	-11.9	-2.3	-5.2	2.1	-1.2	-2.9	2.0	5.1	87.1
Cc1ccccc1N1CCN(C(=O)c2ccccc2NC(=O)/C=C\C(=O)O)CC1	9.0	4.7	1.5	6.9	-0.4	-9.8	0.2	-2.4	104.5
Cc1ccc(-n2c(-c3nn(C)c(C)c3Cl)n[nH]c2=S)cc1	-6.0	-6.9	-4.0	-1.5	-2.1	1.7	-1.5	-4.2	100.0
CC1(C)Cc2nc(-c3ccccc3)nc(SCC(O)CO)c2CO1 (stereo not drawn)	-16.9	-12.4	-0.8	-0.4	0.7	-0.5	2.6	2.2	98.0
COc1ccc(S(=O)(=O)N2CCCC2C(=O)Nc2ccc(O)cc2)cc1 (stereo not drawn)	-4.4	2.4	-10.1	-3.5	-4.2	-13.7	1.2	-3.4	86.9
CCOC(=O)CCCCC(=O)c1[nH]c(=O)[nH]c1CSc1nc2ccccc2[nH]1	-24.7	-5.1	1.0	12.9	1.3	4.3	5.1	6.4	104.1
Cc1nn(CCc2n[nH]c(=S)n2C)c(C)c1Br	-1.0	-2.4	1.7	-2.7	-7.3	-2.5	-2.8	-1.5	131.4
COC(=O)c1cc(OC)c(OC)cc1NC(=O)CSc1ccc(C)cc1	-7.7	-1.5	-7.6	-0.1	0.0	-44.2	2.6	0.1	74.8
Cc1ccccc1NS(=O)(=O)c1ccc(C(=O)N2CCN(c3ccccc3O)CC2)cc1	7.8	-7.0	23.2	-2.8	-4.6	-2.4	1.4	-5.8	117.2
Cc1ccc(S(=O)(=O)CCC(=O)Nc2cccc(C)c2)cc1	2.5	-7.0	-4.4	-4.9	-5.0	16.9	1.5	-0.5	101.0
CC1CCCCN1C(=O)CSc1nc2ccccc2n1CC(=O)N1CCc2ccccc21 (stereo not drawn)	-1.3	2.9	4.3	4.2	-3.7	2.3	0.3	-2.6	88.9

The results go on.
SMILES	ZTA DNA inh	EBNA-1 inh	HCV core dimer	Fh CTSL1 inh	PP1 inh	GASC-1 inh	PP5 primary	TPT1 inhibitor	CR mimetic SO
Cc1noc(C)c1S(=O)(=O)Nc1ccc(C(=O)N2CCc3ccccc3C2)cc1	-6.2	11.3	-0.3	2.3	1.8	-3.3	-1.5	1.9	94.6
COc1cc2ccccc2cc1C(=O)Nc1ccc(C)cc1	-5.0	-12.7	0.2	-2.9	4.4	8.4	3.1	-2.4	105.5
O=C(CCC(=O)N1CCN(C(=O)c2ccco2)CC1)c1ccc(F)cc1	5.4	-1.3	-0.1	0.3	-3.6	30.4	3.7	-2.5	103.0
Cc1cc(C)c(OCCOCCN2CCNCC2)c(C)c1	2.1	-0.4	-6.8	-1.4	4.7	-5.7	2.0	-1.7	109.6
Cc1cccc(NC(=O)c2sc(C)nc2C)c1	9.3	10.8	-3.5	-3.4	-0.3	24.2	-0.3	-4.8	86.6
CCOc1ccc(NC(=O)CNC(=O)c2ccc(OC)cc2)cc1	-23.6	1.1	2.6	-0.5	-6.4	-1.0	1.8	-0.2	94.3
COc1ccc(S(=O)(=O)Nc2ccc(S(=O)(=O)NCC3CCCO3)cc2)cc1 (stereo not drawn)	3.5	7.4	-1.1	-1.2	3.0	3.3	-0.4	-1.7	92.2
O/N=C/c1cccn1-c1ccc(O)cc1	0.0	0.3	-0.3	0.2	-1.1	-4.4	-0.9	-1.5	84.7
Cc1cnc(C(=O)OCc2ccc(COC(=O)c3cnc(C)cn3)cc2)cn1	-13.0	-12.7	5.3	-0.9	-1.8	-2.9	0.9	3.6	92.9
O=C(COc1ccccc1[N+](=O)[O-])NCCC1=CCCCC1	-5.1	11.2	-2.1	0.8	-4.4	-1.0	1.9	2.5	97.4
CCOC(=O)c1oc2ccccc2c1CSc1nnnn1-c1ccc(OC)cc1	0.8	-5.0	4.6	-0.3	-3.8	-13.9	2.9	-0.7	100.3
Clc1ccc(OCCCNCc2ccccc2)c2ccccc12	11.6	1.4	-10.2	3.8	13.8	3.6	2.2	-0.6	90.1
Nn1c(SCC(=O)Nc2ccc(S(N)(=O)=O)cc2)nnc1-c1ccco1	15.0	5.3	5.3	-0.3	-2.6	-20.5	-4.5	1.0	99.5
O=C(COc1ccc(OCc2ccccc2)cc1)NN=C1CCCC1	-11.7	-2.2	5.6	1.8	-0.5	-3.0	-1.5	-0.4	111.8
COC(=O)c1ccc(OC(C)C(=O)c2ccc(C)cc2)cc1 (stereo not drawn)	-13.4	16.8	6.6	4.0	-2.2	-3.3	-1.2	-3.8	91.6
NC(=O)C1CCCNC1 (stereo not drawn)	-7.3	7.8	-151.6	1.5	-1.9	9.5	-0.9	-2.1	88.8
Cc1ccc(C)c(S(=O)(=O)N2CCCOC2CNC(=O)C(=O)NCCc2ccccc2)c1 (stereo not drawn)	-7.9	1.4	-2.5	2.1	-2.4	-3.9	-0.7	0.2	102.2
O=Cc1coc2ccc3ccccc3c2c1=O	27.4	0.0	5.0	1.6	6.5	6.8	1.1	-0.3	100.9
O=C1CCc2cc(S(=O)(=O)N3CCC(C(=O)Nc4nccs4)CC3)ccc2N1	-9.7	-3.9	0.2	-3.2	-2.4	6.2	4.4	-1.9	99.9
CSc1nc(=S)n(-c2cc(C)ccc2C)c(C)c1C(C)=O	4.5	-6.6	1.4	-2.3	-2.2	-2.0	1.5	-1.8	81.9
CC(C)(C)C1=NN(C(=O)c2ccccc2)C(O)(C(C)(C)C)C1 (stereo not drawn)	-1.0	0.1	1.0	-1.5	-1.7	-1.8	2.1	-1.6	92.0
O=C(c1ccc(CS(=O)(=O)c2ccc(Br)cc2)o1)N1CCN(C2CCCCC2)CC1	-3.8	6.7	-4.5	-4.8	-3.0	-4.8	1.5	-2.3	93.9
O=[N+]([O-])c1cc(/C=N/N/C(=N/c2ccccn2)c2ccccn2)ccc1O	-8.4	-22.8	1.0	2.7	-1.8	137.3	2.5	-2.2	109.6
COc1cccc(NC(=O)C2CC(=O)OC23CCOC(C)(C)C3)c1 (stereo not drawn)	-12.9	4.8	-2.8	0.5	-1.1	2.5	-0.9	-0.6	105.4
CC1CCN(S(=O)(=O)c2ccc3c(c2)oc(=O)n3C)CC1	7.6	-2.4	-6.0	2.8	1.9	-10.8	0.3	3.8	101.3

Entries of single compounds as entered above. Order of screens: ZTA DNA inh | EBNA-1 inh | HCV core dimer | Fh CTSL1 inh | PP1 inh | GASC-1 inh | PP5 primary | TPT1 inhibitor | CR mimetic SO
CCOc1ccc(NC(=O)CNC(=O)c2ccc(OC)cc2)cc1 is listed with -23.6 | 1.1 | 2.6 | -0.5 | -6.4 | -1.0 | 1.8 | -0.2 | 94.3
COc1ccc(S(=O)(=O)Nc2ccc(S(=O)(=O)NCC3CCCO3)cc2)cc1 (stereo not drawn) is listed with 3.5 | 7.4 | -1.1 | -1.2 | 3.0 | 3.3 | -0.4 | -1.7 | 92.2

(list continues)
SMILES	ZTA DNA inh	EBNA-1 inh	HCV core dimer	Fh CTSL1 inh	PP1 inh	GASC-1 inh	PP5 primary	TPT1 inhibitor	CR mimetic SO
Cc1cc(C)n(C(C)CC(=O)N2CCc3ccccc32)n1 (stereo not drawn)	2.5	-27.6	-8.2	-5.8	-4.2	-2.9	0.5	1.1	116.3
Cc1nc(-c2ccc(C(=O)Nc3ccc(F)cc3)cc2)cs1	15.4	19.4	-1.4	-3.6	3.2	-4.2	0.9	0.4	92.3
CCOc1ccc(C2C(C(=O)OC)=C(C)N=C3SCCC(=O)N32)cc1OCC (stereo not drawn)	2.4	-20.3	-2.5	0.7	0.4	-13.2	3.7	-0.1	94.6
COc1ccc(OCCCC(=O)Nc2nc(-c3ccccn3)cs2)cc1	-0.1	1.8	3.0	6.1	43.0*	9.9	5.5	-1.2	126.6
COC(=O)c1ccc([C@H]2CC(=O)O2)cc1	1.2	4.4	18.0	2.3	0.7	171.4	-2.2	-1.3	91.7
COc1ccc(C2NC(=S)NC3=C2CCCC3=C2SCCS2)cc1 (stereo not drawn)	23.2	26.8	47.9*	1.7	2.6	0.3	-0.2	2.3	100.7
CCCCn1c(SCC(=O)Nc2cc(C)[nH]n2)nc2ccsc2c1=O	3.2	4.5	1.4	-4.6	2.3	-6.7	-0.1	-0.6	99.5
Nc1cccc2cc(-c3ccccc3)oc12	-0.9	·	·	·	-3.4	5.9	2.3	·	110.6
CCOc1cccc(C(=O)Nc2cccc(NC(=O)c3ccco3)c2)c1	-9.1	-5.5	0.9	2.7	-7.9	31.0	-0.8	-1.4	107.5
Cc1ccc(-c2nnc(SCC(=O)NCC3CCCO3)n2C)cc1 (stereo not drawn)	6.9	-4.7	-2.9	-0.4	-3.2	14.2	-2.8	-4.6	98.0
CC(=O)Nc1ccc(NC(=O)C(C)OC(=O)C2CC(=O)N(CCc3ccccc3)C2)cc1 (stereo not drawn)	-11.4	14.0	-3.8	-33.4	-2.6	0.0	0.2	-1.0	98.6
